# Bioassay records: PubChem, several laboratories
# sPLA2-III inh – Inhibits HGIII-sPLA2 liposome hydrolysis, primary screen; QFRET BODIPY PC-A2 liposome hydrolysis, fluorescence; 370,000 compounds, 0.56% hits; inhibition, % at 12.2 µM;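 active = inhibition above mean plus 3 SD of compounds lying within the high and low control bounds, cut at about 19% in these data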;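 also: 0% = median of test compound wells and 100% = no enzyme DMSO wells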
# Target sequence (Q9NZ20 whole entry, looked up): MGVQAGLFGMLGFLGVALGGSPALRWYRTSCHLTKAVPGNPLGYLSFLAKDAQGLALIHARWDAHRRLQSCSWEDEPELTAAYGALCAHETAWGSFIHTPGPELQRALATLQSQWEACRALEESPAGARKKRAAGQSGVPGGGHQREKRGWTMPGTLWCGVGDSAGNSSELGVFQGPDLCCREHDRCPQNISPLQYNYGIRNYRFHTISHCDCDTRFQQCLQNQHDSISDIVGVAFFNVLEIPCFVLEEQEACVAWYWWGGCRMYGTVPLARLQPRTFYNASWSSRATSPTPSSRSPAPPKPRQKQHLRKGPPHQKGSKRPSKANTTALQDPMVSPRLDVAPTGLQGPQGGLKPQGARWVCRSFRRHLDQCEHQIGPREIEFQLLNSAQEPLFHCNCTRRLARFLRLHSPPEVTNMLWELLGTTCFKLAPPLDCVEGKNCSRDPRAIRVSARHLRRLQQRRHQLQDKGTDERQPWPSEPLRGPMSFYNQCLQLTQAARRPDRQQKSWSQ
# UHRF1 binding – UHRF1 methyl-DNA binding inhibition; 370,000 compounds, 0.75% hits; UHRF1 binding to methylated oligo, TR-FRET; inhibition, % at 4.4 µM; Q96T88; AID 687016; in the data active = inhibition above about 21%;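 also: UHRF1 SRA domain binding a hemimethylated CpG hairpin DNA probe; 0% = median of test compound wells and 100% = reference inhibitor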
# Tn7 DDE FP – disrupts Tn7 cyclic peptide binding to fibrin D-Dimer-E complex | P02675 | FP displacement of FITC-Tn7 peptide from fibrin DD(E); 0% = median of compound wells per plate | inhibition, % at 8.3 µM | 370,000 compounds, 0.13% hits | AID 720508;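 active = inhibition above the mean of compounds falling within the control limits plus 3 SD of them, cut at about 14% in these data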;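 also: 0% = plate median of compound wells and 100% = 10 µM Aha-Tn7 peptide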
#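 assay system = human clot-derived fibrin DD(E) complex | quantity = Fibrin-DD(E) at 2 µM final | timing = 10 min preincubation, 3 h with tracer, room temperature | signal = fluorescence polarization | measure = percent inhibition | benchmarks = high control wells with 10 µM unlabelled Aha-Tn7 peptide (full inhibition) | replicates = singlicate testing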
# ARFGAP1 inh – inhibits rat ARF GTPase activating protein 1 | Q62848 | Arfgap1-stimulated ARF1 GTP hydrolysis, GDP FP detection | inhibition, % at 16.5 µM | 360,000 compounds, 0.26% hits | AID 651572;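 active = inhibition above a per-plate limit, mean inhibition of low control wells plus 3 SD, cut at about 25% in these data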;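 also: 0% = DMSO wells with enzyme and 100% = wells lacking Arfgap1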
# Target sequence (Q62848 1-136 limits assumed): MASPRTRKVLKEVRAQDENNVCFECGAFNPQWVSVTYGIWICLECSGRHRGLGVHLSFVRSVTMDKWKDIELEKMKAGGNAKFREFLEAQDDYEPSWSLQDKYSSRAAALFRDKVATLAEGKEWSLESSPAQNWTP
#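 system = rat Arfgap1 catalytic domain, aa 1-136 | technique = FP, GDP Alexa 633 tracer displaced from anti-GDP antibody, 620/688 nm | compound = one concentration, 16.5 µM, DMSO 1.26% | medium = HEPES-based buffer, pH 7.5 | timing = compound-enzyme preincubation 20 min, reaction 120 min, detection 60 min, 25 °C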
# Rev-erbA mod – modulators of human Rev-erb alpha DNA binding. Rev-erbα–FITC-DNA binding, fluorescence polarization, 90 min. P20393. activity, % at 10 µM. 370,000 compounds, 0.79% hits;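 active = activity above about 14%, limit read from the data; passing the limit was not always enough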;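 also: 0% = DMSO wells with 35 nM protein and 100% = DMSO wells with 750 nM protein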
# PLC-gamma1 inh – inhibitors of human phospholipase C gamma1; 370,000 compounds, 0.84% hits; inhibition, % at 12.2 µM; AID 720700; purified PLC-gamma1, fluorogenic substrate, fluorescence; P19174; in the data active = inhibition above about 9.5%
# DDE Tn6 FP inh – disrupts Tn6 cyclic peptide binding to fibrin D-Dimer-E complex. P02675. Fibrin DD(E) TRITC-Tn6 fluorescence polarization displacement. inhibition, % at 8.3 µM. 370,000 compounds, 0.21% hits;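 active = inhibition above a per-campaign cutoff: mean of compounds within control limits plus 3 SD, cut at about 15% in these data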;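 also: 0% = median of all compound wells on the plate and 100% = blocking peptide control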
# ASAP1 inh – blocks human ASAP1-stimulated Arf1 GTP hydrolysis; Q9ULH1; GDP FP detection; inhibition, % at 16.5 µM; 360,000 compounds, 0.19% hits; AID 624377; in the data active = inhibition above about 25%;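 also: 0% = vehicle with enzyme and substrate and 100% = no enzyme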
# Target sequence (Q9ULH1 325-724 limits assumed): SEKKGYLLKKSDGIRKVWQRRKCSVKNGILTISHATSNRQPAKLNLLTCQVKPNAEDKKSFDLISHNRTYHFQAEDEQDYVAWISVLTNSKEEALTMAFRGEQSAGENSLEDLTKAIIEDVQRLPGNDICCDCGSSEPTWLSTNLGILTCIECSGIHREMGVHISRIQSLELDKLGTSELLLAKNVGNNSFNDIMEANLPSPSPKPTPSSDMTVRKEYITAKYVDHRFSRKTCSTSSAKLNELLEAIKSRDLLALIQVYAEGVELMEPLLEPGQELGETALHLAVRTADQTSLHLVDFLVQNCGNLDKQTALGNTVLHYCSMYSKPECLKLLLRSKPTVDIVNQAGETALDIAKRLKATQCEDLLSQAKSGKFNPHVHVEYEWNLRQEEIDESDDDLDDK
# proKLK7 act – activates the human kallikrein-7 zymogen | P49862 | purified proKLK7, EDANS-DABCYL substrate fluorescence; 100% is mature enzyme control, 0% vehicle | activation, % at 7 µM | 370,000 compounds, 0.9% hits;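 active = activation above the mean of all tested compounds plus 3 SD, computed per campaign excluding outliers beyond control limits, cut at about 13% in these data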
# PLC-beta3 inh – PLC-beta3 (human) inhibition, primary screen; Q01970; Purified PLC-beta3, fluorogenic substrate, fluorescence; inhibition, % at 12.2 µM; 370,000 compounds, 0.18% hits; in the data active = inhibition above about 11%;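 also: 0% = median of compound wells on plate and 100% = full blocker control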
# * marks the source's active call; other numbers are inactive results.
SMILES,sPLA2-III inh,UHRF1 binding,Tn7 DDE FP,ARFGAP1 inh,Rev-erbA mod,PLC-gamma1 inh,DDE Tn6 FP inh,ASAP1 inh,proKLK7 act,PLC-beta3 inh
CCOC(=O)N1CCC(NC(=O)C2CCCCN2S(=O)(=O)c2ccc(F)cc2)CC1 (stereo unspecified),0,-2,-2,-1,-7,-1,-1,12,0.1,-1
CCC(CC)COC(=O)C1=C(C)NC(=O)NC1c1ccc2c(c1)OCO2 (stereo unspecified),-2,-4,1,12,10,0,-5,3,-0.1,-11
CN(C1(C)CCS(=O)(=O)C1)S(=O)(=O)c1ccc(F)cc1 (stereo unspecified),2,0,-10,-3,-6,-1,-7,7,-0.2,-3
OCCn1c(SCCOc2ccccc2)nc2ccccc21,-6,-3,-1,-9,-3,7,-9,15,-0.6,7
COc1ccccc1NC(=O)C(=O)NCCC1CCCCN1S(=O)(=O)c1ccccc1 (stereo unspecified),-5,-2,-7,13,4,1,4,-7,-0.1,2
COc1cccc(C(=O)NCCS(=O)(=O)N2CCCC2)c1,-2,-2,7,1,1,2,6,-9,0.2,1
CCOC(=O)C1=C[C@@H](C(C)(C)C)N(S(=O)(=O)c2ccc(C)cc2)[C@H]1c1ccc(C)cc1,-13,0,-2,4,0,0,0,-5,0.4,5
Cc1ccc(NC(=S)N2CCN(Cc3ccc4c(c3)OCO4)CC2)c(C)c1,2,0,-7,0,3,1,-5,9,-0.1,1
COc1cccc(N2CCN(c3nc(-c4ccccc4C)cc(=O)[nH]3)CC2)c1,-18,-2,-3,19,-4,-4,-5,-6,0.7,-12
NS(=O)(=O)c1ccc(CCNC(=O)c2ccc(=O)[nH]c2)cc1,10,2,0,-12,0,8,-3,10,-0.2,-2
O=C(c1cccc(NS(=O)(=O)c2cccc(F)c2)c1)N1CCCC1,3,21*,2,2,4,1,-2,-3,-0.2,-5
Nc1nc(-c2cccc(F)c2)cs1,3,0,0,9,6,-2,1,-11,-0.1,1
O=S(=O)(NCCc1ccccc1)c1ccc(Br)cc1,-13,3,8,5,-5,1,2,-3,0.3,-9
CC(=O)N1CCC(C(=O)Nc2ccc3c(c2)CCC3)CC1,9,3,1,3,0,3,-3,-4,-0.8,-8
Cc1cc(C)nc(SCC(=O)NC2=NN=C(c3ccc(Br)cc3)CS2)n1,-3,-1,-2,-8,5,-1,4,4,0.1,-1
c1ccc2c3n(nc2c1)CCCCO3,9,-3,-2,-2,-1,0,-1,11,-0.4,2
CCCCCCCCN1C(=O)[C@@H](CC(=O)NCc2cccc3ccccc23)C[C@@]2(C(=O)OC)C1=C[C@H](C1CCCC1)O[C@@H]2C,-4,1,-2,4,0,2,3,16,0.8,0
Cc1ccc2nc(SCC(=O)c3c(N)n(C)c(=O)n(C)c3=O)[nH]c2c1,1,-2,0,1,-1,0,6,2,0.1,-4
CCc1nn(CCCC(=O)Nc2ccc(C)c(C)c2)c(=O)c2cc3occc3n12,-10,2,-3,7,5,-1,-8,-3,-0.5,-20
CCOC(=O)C1=NNC(C(=O)c2ccccc2)C1c1ccc(Cl)cc1 (stereo unspecified),-14,3,-5,18,2,-4,-3,18,-0.3,-12
Cc1cc(C(=O)Nc2ccccc2C(=O)O)c(C)o1,-6,1,3,-2,-8,-1,8,-3,-0.6,-5
Cc1ccc(NP(=O)(c2ccc(N(C)C)cc2NC(=O)c2cccs2)N2CCOCC2)cc1Cl (stereo unspecified),-6,2,0,-7,-5,-4,1,-5,-0.4,2
COc1ccc(S(=O)(=O)N2CCCOC2CNC(=O)C(=O)NCCO)cc1 (stereo unspecified),8,1,-3,-3,3,5,5,2,-0.3,5
CCOC(Cn1cc([N+](=O)[O-])c(=O)[nH]c1=O)OCC,7,-3,0,-2,-2,4,6,-5,-0.7,4
Nc1ccc2c(c1)COc1ccccc1O2,8,3,-2,3,9,6,-4,-5,-0.3,-8

# (continued)
SMILES,sPLA2-III inh,UHRF1 binding,Tn7 DDE FP,ARFGAP1 inh,Rev-erbA mod,PLC-gamma1 inh,DDE Tn6 FP inh,ASAP1 inh,proKLK7 act,PLC-beta3 inh
O=C1NC(=Nc2ccccc2)S/C1=C\C=C\c1ccco1,-4,13,3,-9,-33,-25,-4,-11,-0.3,-37
CCOC(=O)[C@]12CCC=C1N(CCC1=CCCCC1)C(=O)[C@H](CC(=O)NCc1cccc(C(F)(F)F)c1)C2,-7,1,-5,15,-6,-2,-7,-2,0.2,-2
Cc1cc2c(c(C)c1CCO[C@@H]1O[C@H](CO)[C@@H](O)[C@H](O)[C@H]1O)C(=O)[C@@H](C)[C@@H]2O,4,5,7,10,4,3,0,2,-0.2,0
Cc1ccc(S(=O)(=O)N2CCCC(C(=O)NCCc3ccccc3)C2)cc1 (stereo unspecified),4,0,3,-6,5,-1,4,2,-0.3,-4
CCOC(=O)C1CCCN(S(=O)(=O)c2ccc(OC)cc2)C1 (stereo unspecified),0,4,2,3,3,1,13,-9,0.6,2
COc1ccc(C(=O)NC2CCSc3ccccc32)cc1F (stereo unspecified),2,5,6,8,10,-2,-6,-8,0.2,-6
CC(C)N(C(=O)CSc1nn2c(=O)c(C(C)(C)C)nnc2s1)c1ccccc1,1,-2,-6,-5,0,2,0,-2,-0.6,2
CC1(C)CC(=O)C(N=Nc2c(Cl)cc(Cl)cc2Cl)=C(O)C1,4,-2,2,-3,2,-4,2,-7,0.6,2
O=C(Cn1cc(C(F)(F)F)cc(Cl)c1=O)Nc1ccc(N2CCOCC2)cc1,3,-1,0,-3,-1,0,2,-4,-0.4,-6
CCOc1ccc(NS(=O)(=O)c2coc(C(N)=O)c2)cc1,1,1,-4,-5,-6,0,-8,1,0.7,0
FC(F)(F)c1ccccc1NC(=S)Nc1cccc(Cl)c1,2,1,-4,7,-4,3,6,-1,-0.6,1
CCC(=O)c1ccc(OCC(=O)N2CCN(S(=O)(=O)c3ccc(Cl)s3)CC2)cc1,-25,7,-5,-6,0,-9,-1,-14,-0.5,-4
Cn1cccc1C(=O)NC(=O)COC(=O)Cc1coc2ccc3ccccc3c12,-17,-2,3,-3,-7,-18,-10,0,-3.4,-25
CCOc1ccc(-c2nnc3ccc(SCC(=O)N4CCN(c5ccccc5)CC4)nn23)cc1,3,0,2,-16,1,3,-5,-11,-0.2,-7
O=S(=O)(NC1CCCCC1N1CCOCC1)c1ccc(Cl)cc1 (stereo unspecified),1,4,-6,17,-1,12*,-9,0,0.5,-3
O=C(NCc1cccs1)c1ccc2c(c1)ncn2C1CCCC1,5,-1,-2,8,0,3,4,1,-0.9,4
CCOc1ccc(-c2nnn(CC#N)n2)cc1OC,-10,5,2,0,6,-1,-8,-5,0.0,3
Nc1nc(-c2ccccc2)c(CCCOc2ccc([N+](=O)[O-])cc2)c(=O)[nH]1,0,-3,-3,8,-11,3,7,7,0.6,-2
O=C(COC(=O)c1cccc(-n2cnnn2)c1)c1ccc(F)c(F)c1,11,0,3,-14,3,-3,8,14,-1.0,-4
S=C(Nc1cccc(Cl)c1)N1CCN(Cc2ccccc2)CC1,1,-2,2,0,0,2,0,6,-0.9,7
O=S1(=O)CCOC(CO)CN1Cc1ccc(Cl)c(Cl)c1 (stereo unspecified),4,0,-3,8,-3,4,0,3,0.5,3
CO[C@H]1CN(C)C(=O)c2ccc(NC(=O)C3CCC3)cc2OC[C@H](C)N(CC2CCCCC2)C[C@@H]1C,-8,0,1,-4,-5,4,5,6,0.7,3
CCOC(=O)c1ccc(NC(=O)CSc2n[nH]c(-c3ccncc3)n2)cc1,2,1,1,-8,3,-9,5,-8,-0.5,-10
COc1cc2cc(C(c3nnnn3C(C)(C)C)N3CCc4ccccc4C3)c(=O)[nH]c2cc1OC (stereo unspecified),0,-18,2,9,6,-177,-5,-3,25*,-267
COCCNCC(=O)N1c2ccccc2Sc2ccccc21,-2,-1,-4,-13,-7,-1,8,-17,0.1,-1

# A draw from above in order of length of the SMILES, smallest number first.
SMILES,sPLA2-III inh,UHRF1 binding,Tn7 DDE FP,ARFGAP1 inh,Rev-erbA mod,PLC-gamma1 inh,DDE Tn6 FP inh,ASAP1 inh,proKLK7 act,PLC-beta3 inh
O=S1(=O)CCOC(CO)CN1Cc1ccc(Cl)c(Cl)c1 (stereo unspecified),4,0,-3,8,-3,4,0,3,0.5,3
O=C(COC(=O)c1cccc(-n2cnnn2)c1)c1ccc(F)c(F)c1,11,0,3,-14,3,-3,8,14,-1.0,-4
Cc1ccc(S(=O)(=O)N2CCCC(C(=O)NCCc3ccccc3)C2)cc1 (stereo unspecified),4,0,3,-6,5,-1,4,2,-0.3,-4
CCOC(=O)[C@]12CCC=C1N(CCC1=CCCCC1)C(=O)[C@H](CC(=O)NCc1cccc(C(F)(F)F)c1)C2,-7,1,-5,15,-6,-2,-7,-2,0.2,-2

# (next part)
SMILES,sPLA2-III inh,UHRF1 binding,Tn7 DDE FP,ARFGAP1 inh,Rev-erbA mod,PLC-gamma1 inh,DDE Tn6 FP inh,ASAP1 inh,proKLK7 act,PLC-beta3 inh
CCOC(=O)N1CCN(CC(O)COCc2ccccc2)CC1 (stereo unspecified),2,1,1,-8,-2,0,8,-2,-0.5,2
C/C(=N\n1cnnc1)c1ccccc1,5,0,-2,-5,2,-3,-2,-11,0.3,-7
COc1ccc(C2/C=C\CC(OCc3ccccc3)CC(=O)N2Cc2cccc(F)c2)cc1 (stereo unspecified),-6,-1,8,-1,-4,-4,-12,13,-0.8,-10
COCc1cc(C)n(CC(=O)Nc2c(C)cccc2C)c(=O)c1C#N,0,-1,5,2,1,-8,4,-10,0.9,-13
COc1ccc(CCn2c(C(C)C)nc3oc4ccccc4c(=O)c3c2=O)cc1,0,0,5,-11,0,-2,4,-6,0.6,-3
COc1ccccc1/C=N/NC(=O)c1c(-c2ccccc2)noc1C,-3,0,-2,-3,-4,0,-1,10,1.5,-3
Nc1cc2c(cc1Cl)-c1ccc(Cl)cc1C2,8,-2,9,2,-3,-2,-6,-5,-0.1,-3
O=C(c1cc(Cl)nc2ccccc12)N(Cc1nnc(-c2ccccc2Cl)o1)C1CC1,-5,0,-1,-5,-3,-6,2,8,0.2,-10
CC(=O)Nc1ccc(Nc2c3c4c(cccc4n(C)c2=O)C(=O)c2ccccc2-3)cc1,-22,-6,19*,1,33*,-38,-2,0,-1.3,-46
O=C(C[C@H]1C/C=C\C[C@H](NC(=O)OCC2c3ccccc3-c3ccccc32)C(=O)OC[C@H](Cc2ccccc2)NC1=O)N[C@H](CO)Cc1ccccc1,-18,0,-3,10,-5,-2,-6,4,0.0,3
CCCCCn1ccc(=N)cc1,3,3,6,5,-1,0,4,-9,-0.7,1
Cc1nnn(C23CC4CC(CC(CC(=O)Nc5cccc(F)c5)(C4)C2)C3)n1,4,-2,-3,12,4,4,-2,5,0.3,-9
O=C(CN1C(=O)C2CC=CCC2C1=O)Nc1nccs1 (stereo unspecified),6,0,-1,6,-4,-2,-3,5,0.8,2
Cc1ccc(OCc2nc(-c3ccc(-n4cccc4)cc3)no2)cc1C,0,-3,-4,12,-4,2,-6,-5,-0.2,6
COc1ccc(Nc2cccc(Cl)c2)c(C(=O)O)c1,-12,-1,2,-5,-3,-62,12,-5,0.2,-73

# An unsorted share of the library; overall some 4.5% were active at least once.
